# AP ELISA ortho – orthogonal test for alternative complement pathway inhibitors | Human serum alternative complement pathway, LPS-coated ELISA, C3 deposition; tested in compound mixtures | inhibition, % at 5 µM | actives 0.08% (n = 62,000);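 active = inhibition above 30% in each of the two pooled mixtures holding the compound, so the lower value exceeds 30%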;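 also: 0% = serum in Mg-EGTA without compound and 100% = EDTA serum blank; some compounds past the cut are filed as inactive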
#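 Assay system: Human serum alternative complement pathway, C3 deposition on LPS-coated wells | Incubation: 1 h serum-compound exposure at 37 °C | Doses: 5 µM per compound in ten-compound mixtures | Read-out: Percent inhibition | Technique: ELISA with HRP anti-human C3 antibody, TMB substrate, absorbance 450 nm | Replication: Two pool placements per compound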
# CatL inh – blocks human cathepsin L protease activity; P07711; purified cathepsin L, fluorogenic substrate, fluorescence; inhibition, %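 (tested at 10 µM)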; actives 0.17% (n = 58,000); AID 460; in the data active = inhibition above about 45%;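 also: 0% = enzyme with no compound and 100% = no enzyme blank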
# Cathepsin G inh – blocks human cathepsin G enzyme activity; purified enzyme, AMC-tetrapeptide fluorescence, pooled mixtures; inhibition, % at 5 µM (by protocol); actives 0.2% (n = 62,000);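 active = inhibition above 20% in each of the two mixture wells holding the compound; inactive = inhibition of 20% or less in either well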;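 also: 0% = enzyme control without mixture and 100% = blank lacking enzyme; strong numbers were not always called active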
# CatS inh – human cathepsin S inhibition. actives 0.06% (n = 62,000). inhibition, %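 (tested at 5 µM per compound within 10-compound mixtures)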. recombinant cathepsin S, AMC dipeptide fluorescence, pooled mixtures; in the data active = inhibition above about 32%, passing the limit was not always enough;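 also: 0% = enzyme without compound and 100% = blank without enzyme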
# Target sequence (P25774 115-331 limits assumed): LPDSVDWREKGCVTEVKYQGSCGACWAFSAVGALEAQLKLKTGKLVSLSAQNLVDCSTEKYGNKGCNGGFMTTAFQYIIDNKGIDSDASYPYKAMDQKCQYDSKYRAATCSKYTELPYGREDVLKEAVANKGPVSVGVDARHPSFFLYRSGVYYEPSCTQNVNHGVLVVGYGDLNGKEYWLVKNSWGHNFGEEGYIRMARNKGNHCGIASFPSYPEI
# FXIIa inh mix – inhibitors of human coagulation factor XIIa, pooled mixtures; inhibition, % at 5 µM; AID 684; actives 0.2% (n = 62,000); purified FXIIa, fluorogenic substrate;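 also: 0% = enzyme without compound and 100% = no enzyme blank; some results filed as inactive read as strong as hits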
# CatB inh – inhibitors of human cathepsin B; P07858; purified cathepsin B, fluorogenic substrate, fluorescence; inhibition, %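 (tested at 10 µM)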; actives 0.1% (n = 63,000); in the data active = inhibition above about 21%;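 also: 0% = enzyme with no compound and 100% = no enzyme blank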
# CatB mix inh – human cathepsin B inhibition by mixtures; Purified cathepsin B, AMC dipeptide fluorescence, compound mixtures; P07858; inhibition, %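 (ten-compound pools at 5 µM per compound and 50 µM total)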; actives 0.06% (n = 62,000); AID 488; in the data active = inhibition above about 22%, passing the limit was not always enough;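 also: 0% = enzyme without compound and 100% = no enzyme blank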
# FXIa mix inh – blocks human factor XIa in pooled compound mixtures. purified FXIa, fluorogenic substrate. inhibition, % at 5 µM. actives 0.19% (n = 62,000);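 also: each value is inhibition by a whole ten-compound pool holding the compound; 0% = enzyme with no mixture and 100% = wells lacking enzyme; strong numbers were not always called active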
# C1s block – human complement C1s inhibition; purified C1s, fluorogenic AMC substrate, pooled mixtures; mean inhibition % of two 10-compound mixtures (hits give high values), % at 5 µM (by protocol); actives 0.16% (n = 62,000); AID 538;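 active = inhibition above 20% in each of the two 10-compound mixture wells holding the compound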;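 also: 0% = enzyme wells lacking compound mixture and 100% = no-enzyme blank wells; some compounds called inactive have numbers as strong as hits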
# Target sequence (P09871 16-437 limits assumed): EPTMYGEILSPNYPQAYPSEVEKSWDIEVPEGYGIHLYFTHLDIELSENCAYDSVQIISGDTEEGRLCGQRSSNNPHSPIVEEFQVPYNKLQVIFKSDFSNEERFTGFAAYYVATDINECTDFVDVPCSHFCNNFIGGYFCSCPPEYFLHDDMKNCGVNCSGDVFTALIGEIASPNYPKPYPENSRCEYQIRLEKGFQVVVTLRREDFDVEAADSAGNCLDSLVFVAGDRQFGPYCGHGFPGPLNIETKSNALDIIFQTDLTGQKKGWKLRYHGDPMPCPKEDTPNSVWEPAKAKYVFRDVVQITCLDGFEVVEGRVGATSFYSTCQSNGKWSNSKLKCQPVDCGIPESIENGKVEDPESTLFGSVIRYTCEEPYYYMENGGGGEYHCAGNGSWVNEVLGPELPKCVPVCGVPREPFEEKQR
# Target sequence (P09871 438-688 limits assumed): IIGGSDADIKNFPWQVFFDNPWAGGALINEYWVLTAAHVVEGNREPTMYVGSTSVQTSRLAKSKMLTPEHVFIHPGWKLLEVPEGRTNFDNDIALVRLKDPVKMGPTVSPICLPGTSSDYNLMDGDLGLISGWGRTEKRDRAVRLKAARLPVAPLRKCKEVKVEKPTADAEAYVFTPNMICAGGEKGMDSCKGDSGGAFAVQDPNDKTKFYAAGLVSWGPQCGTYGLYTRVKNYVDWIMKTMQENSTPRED
# * hit, by the source's call; . = no result given. Rule as the data show it, unless noted: active = inhibition above about 20% (passing the limit was not always enough); inactive = the rest. Some of the compounds tested, so the mix of outcomes need not match the whole.
SMILES,AP ELISA ortho,CatL inh,Cathepsin G inh,CatS inh,FXIIa inh mix,CatB inh,CatB mix inh,FXIa mix inh,C1s block
COc1ccc(NC(=O)CSC2=C(C#N)C(c3ccco3)C3=C(CCCC3=O)N2)c(OC)c1 (centres undefined),-9,-8,36,3,-15,-3,6,30,8
CCCc1nnc(NC(=O)Nc2ccccc2OC)s1,7,6,-14,-15,3,4,-6,-2,-56
Cc1nc2ncnn2c(C)c1CCC(=O)NCc1ccccc1,20,2,-1,-1,1,-3,6,11,1
COc1ccc2c(c1)C(=O)N(c1ccccc1OC)C(=O)C2,20,12,14,-1,0,3,-10,1,7
COc1cc(CN2CCC(C(=O)N3CCCC(C)C3)CC2)cc(Br)c1O (centres undefined),25,-6,0,23,3,-2,-3,7,2
COc1ccccc1NC(=O)c1cnc2n(c1=O)CCS2,5,13,11,5,4,3,4,7,18
CC1CCN(Cc2c(C#N)c3ccccc3n2C)CC1,16,.,8,2,10,5,4,8,9
Cc1cc(N2CCCc3ccccc32)n2ncnc2n1,12,-1,-1,0,2,1,1,3,4
CCN(CC)CCCN1C(=O)c2oc3ccccc3c(=O)c2C1c1cccnc1 (centres undefined),-12,-4,-11,2,1,0,5,1,-5
N#Cc1c(NC(=O)CCn2cnc3ccccc3c2=O)oc(-c2ccccc2)c1-c1ccccc1,-8,5,-7,9,12,4,2,4,-9

# Some of these compounds in order of the AP ELISA ortho value, largest number first.
molecule | AP ELISA ortho
COc1ccc2c(c1)C(=O)N(c1ccccc1OC)C(=O)C2 | 20
CCCc1nnc(NC(=O)Nc2ccccc2OC)s1 | 7
COc1ccccc1NC(=O)c1cnc2n(c1=O)CCS2 | 5

# (next part)
SMILES,AP ELISA ortho,CatL inh,Cathepsin G inh,CatS inh,FXIIa inh mix,CatB inh,CatB mix inh,FXIa mix inh,C1s block
N#CC1=C2SCN(c3ccc(F)cc3)CN2C(=O)CC1c1cccc(F)c1 (centres undefined),19,-6,0,-2,3,-1,3,9,3
Cc1cccc2cc(CN(Cc3ccc4c(c3)OCO4)Cc3nnnn3C3CCCC3)c(=O)[nH]c12,10,8,3,-7,4,1,-2,-6,-46
O=C(O)c1n[nH]c2c1CCCCC2,7,12,-5,-17,-18,10,-6,-10,-72
COCCN(CCOC)C(=O)c1c[nH]c2ccc(S(=O)(=O)N(C)c3ccc(F)cc3)cc2c1=O,-7,.,5,-5,13,4,1,1,1
O=C(Cn1nnc(-c2ccc(CN3CCOCC3)cc2)n1)Nc1nc(-c2ccccc2)cs1,13,11,10,0,7,-2,1,5,2
COC(=O)c1c(C)nc2ccccc2c1C(=O)O,16,-5,5,-7,-11,1,2,1,-20
Cc1c[n+]([O-])n(-c2ccc(C(=O)O)cc2)n1,13,10,5,2,0,3,-1,-4,-21
COc1ccccc1-n1nnnc1SCc1ccccc1,16,-1,1,-4,1,-3,6,5,-3
CCOC(=O)c1ccc(N2C(=O)c3n[nH]c(C)c3C2c2ccco2)cc1 (centres undefined),15,3,3,-1,4,1,1,4,-5
Clc1ccc(Nc2ncnc3c2cnn3-c2ccccc2)cc1,10,-21,5,1,1,-3,4,4,7
C=CCOC(=O)C1=C(C)N(C)C(=O)NC1c1cc2c(cc1Br)OCO2 (centres undefined),3,19,5,1,5,0,-2,1,5
O=S(=O)(c1ccc(Br)c2nsnc12)N1CCOCC1,19,2,6,5,9,5,2,8,7
Cc1ccc2c(c1)c(C)c(C)n2CC(O)CN1CCCCC1C (centres undefined),20,.,-6,-6,2,-4,3,4,-37
CC(=O)N1CCN(C(=O)COc2ccc(Br)cc2)CC1,-11,2,10,1,4,3,-6,1,2
CCOC(=O)C1=C(C)NC(SC(C)=O)=NC1c1ccc(OC(C)=O)c(OC)c1 (centres undefined),0,9,1,15,4,3,3,4,7
C/C(=C1/SC(N2CCOCC2)=NC1=O)c1ccc(Cl)cc1,10,-6,14,-2,4,0,2,6,22
Cc1cc(NC(=O)CSc2nc3c(c(=O)n2-c2ccccc2)SC(C)C3)no1 (centres undefined),13,10,9,-4,10,2,0,7,3
CC(=NCCCNC1CCCCC1)C1=C(O)CC(C)(C)CC1=O,11,7,13,4,10,3,2,6,9
O=C(NC1CCCC1)c1csc2c1CCCC2,10,-9,2,-1,7,-1,5,4,-20
CCn1c(SCC(=O)N2CCCC2)nnc1-c1ccc(S(=O)(=O)N2CCCCCC2)cc1,-18,27,-15,17,36,5,2,-10,-34
CCOC(=O)c1ccc(NCn2c(=O)oc3ccccc32)cc1,-5,8,4,3,2,7,-2,-4,-15
Cc1cccc(-c2noc(CN(C(=O)c3ccc4c(c3)OCO4)C(C)C)n2)c1,-3,17,16,12,-19,6,-1,1,18
COC(=O)c1cccc(S(=O)(=O)N2CCC(NC(=O)Nc3cccc(F)c3)CC2)c1,2,35,7,4,5,6,2,1,-3
COc1ccccc1NC(=O)c1ccc(NS(C)(=O)=O)cc1,12,.,7,30,12,4,4,-2,-12
CCOc1ccc(CNC(=O)CCn2c(=O)oc3ccccc32)cc1,5,-2,8,0,-20,3,4,4,13
CCn1cc(C(=O)NCc2ccco2)c2cc(OC)c(OC)cc2c1=O,8,20,11,13,10,2,3,-7,0
COC(=O)c1ccc2[nH]c(C)c(CN3CCCC3)c(=O)c2c1,15,-8,1,-4,-20,3,1,11,0
c1ccc(-c2ccc(-c3ccccn3)nn2)nc1,7,2,1,5,6,-6,5,0,3
Cc1nc(=O)c(-c2ccccc2)c(C)n1-c1cccc(C(=O)O)c1,12,8,7,4,-4,-1,2,9,11
COc1ccc(NC(=O)CCN2CCN(S(=O)(=O)c3cc(Cl)ccc3OC)CC2)cc1,7,4,21,23,1,1,-1,14,-18
CCC(C)NC(=O)C1CCN(S(=O)(=O)c2cccc3cccnc23)CC1 (centres undefined),20,-11,7,-3,3,0,2,6,13
CC(=O)Nc1ccc(S(=O)(=O)NC2(C(F)(F)F)NC(=O)N(C3CCCC3)C2=O)cc1 (centres undefined),5,1,-3,-7,4,1,-4,3,-40
O=C(CSc1nnc(-c2cccnc2)n1Cc1ccco1)c1ccc2ccccc2c1,10,10,-4,3,-1,-4,-3,2,-4
CN(C)c1ccc(CNn2cnnc2SCc2ccccc2F)cc1,11,18,11,10,-4,1,4,7,15
CCOC(=O)N1CCC(Nc2c(-c3ccc(C)cc3)c(=O)c2=O)CC1,0,1,3,9,8,3,4,6,0
CCc1c(C)nc2cc(-c3ccc(OC)cc3)[nH]n2c1=O,15,-6,6,-2,1,2,2,-3,-11
O=C1c2ccccc2C(O)(Cc2ccccc2)N1Cc1ccco1 (centres undefined),-4,9,13,8,-13,3,5,1,9
CCCC1c2ccc(C)n2CCN1C(=O)Nc1ccccc1Cl (centres undefined),-10,1,-30,-8,-9,1,-6,-24,-81
COC(=O)c1nonc1NCn1nnc2ccccc21,2,27,2,17,8,2,3,5,-11
Cn1c(Cn2c(=O)sc3ccccc32)nnc1SCc1ccccn1,20,3,5,5,4,-5,10,7,-2
Cc1oc(-c2ccccc2F)nc1CS(=O)CC(=O)NCc1cccs1 (centres undefined),40*,.,36,-4,-3,0,5,8,12
CCOC(=O)c1ccccc1NC(=O)COC(=O)C1=COCCO1,14,-2,-14,-1,40,-3,-5,2,-3

# 18 entries out of the list, ordered by number of heavy atoms, falling.
SMILES,AP ELISA ortho,CatL inh,Cathepsin G inh,CatS inh,FXIIa inh mix,CatB inh,CatB mix inh,FXIa mix inh,C1s block
N#Cc1c(NC(=O)CCn2cnc3ccccc3c2=O)oc(-c2ccccc2)c1-c1ccccc1,-8,5,-7,9,12,4,2,4,-9
COCCN(CCOC)C(=O)c1c[nH]c2ccc(S(=O)(=O)N(C)c3ccc(F)cc3)cc2c1=O,-7,.,5,-5,13,4,1,1,1
COc1ccc(NC(=O)CSC2=C(C#N)C(c3ccco3)C3=C(CCCC3=O)N2)c(OC)c1 (centres undefined),-9,-8,36,3,-15,-3,6,30,8
CCn1c(SCC(=O)N2CCCC2)nnc1-c1ccc(S(=O)(=O)N2CCCCCC2)cc1,-18,27,-15,17,36,5,2,-10,-34
COc1ccc(NC(=O)CCN2CCN(S(=O)(=O)c3cc(Cl)ccc3OC)CC2)cc1,7,4,21,23,1,1,-1,14,-18
Cc1cc(NC(=O)CSc2nc3c(c(=O)n2-c2ccccc2)SC(C)C3)no1 (centres undefined),13,10,9,-4,10,2,0,7,3
N#CC1=C2SCN(c3ccc(F)cc3)CN2C(=O)CC1c1cccc(F)c1 (centres undefined),19,-6,0,-2,3,-1,3,9,3
Cc1oc(-c2ccccc2F)nc1CS(=O)CC(=O)NCc1cccs1 (centres undefined),40*,.,36,-4,-3,0,5,8,12
Cn1c(Cn2c(=O)sc3ccccc32)nnc1SCc1ccccn1,20,3,5,5,4,-5,10,7,-2
O=C1c2ccccc2C(O)(Cc2ccccc2)N1Cc1ccco1 (centres undefined),-4,9,13,8,-13,3,5,1,9
Cc1nc2ncnn2c(C)c1CCC(=O)NCc1ccccc1,20,2,-1,-1,1,-3,6,11,1
COC(=O)c1ccc2[nH]c(C)c(CN3CCCC3)c(=O)c2c1,15,-8,1,-4,-20,3,1,11,0
C/C(=C1/SC(N2CCOCC2)=NC1=O)c1ccc(Cl)cc1,10,-6,14,-2,4,0,2,6,22
CC(=O)N1CCN(C(=O)COc2ccc(Br)cc2)CC1,-11,2,10,1,4,3,-6,1,2
O=S(=O)(c1ccc(Br)c2nsnc12)N1CCOCC1,19,2,6,5,9,5,2,8,7
COC(=O)c1c(C)nc2ccccc2c1C(=O)O,16,-5,5,-7,-11,1,2,1,-20
O=C(NC1CCCC1)c1csc2c1CCCC2,10,-9,2,-1,7,-1,5,4,-20
Cc1c[n+]([O-])n(-c2ccc(C(=O)O)cc2)n1,13,10,5,2,0,3,-1,-4,-21

# Compound activity: PubChem BioAssay, PCMD
